SR-BI HDL uptake: inhibitors of SR-BI mediated HDL lipid uptake, primary screen, ldlA[mSR-BI] cells, fluorescence, single point | inhibition, % at 12.5 µM | 320,000 tested, 0.96% active | AID 488896, 2010 | Scavenger receptor class B member 1 (Mus musculus), Q61009 | ldlA[mSR-BI] CHO cells, DiI-HDL uptake fluorescence, 3 h;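 active = mean replicate inhibition of at least 70% and a set share of replicates each scoring 70 or more; inconclusive = meets just one of the two criteria; inactive = fails both criteria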;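 also: 0% = median of neutral control wells and 100% = median of positive control wells; values of inactives mirror those of a sister screen read the other way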
Target sequence (Q61009 whole entry, looked up): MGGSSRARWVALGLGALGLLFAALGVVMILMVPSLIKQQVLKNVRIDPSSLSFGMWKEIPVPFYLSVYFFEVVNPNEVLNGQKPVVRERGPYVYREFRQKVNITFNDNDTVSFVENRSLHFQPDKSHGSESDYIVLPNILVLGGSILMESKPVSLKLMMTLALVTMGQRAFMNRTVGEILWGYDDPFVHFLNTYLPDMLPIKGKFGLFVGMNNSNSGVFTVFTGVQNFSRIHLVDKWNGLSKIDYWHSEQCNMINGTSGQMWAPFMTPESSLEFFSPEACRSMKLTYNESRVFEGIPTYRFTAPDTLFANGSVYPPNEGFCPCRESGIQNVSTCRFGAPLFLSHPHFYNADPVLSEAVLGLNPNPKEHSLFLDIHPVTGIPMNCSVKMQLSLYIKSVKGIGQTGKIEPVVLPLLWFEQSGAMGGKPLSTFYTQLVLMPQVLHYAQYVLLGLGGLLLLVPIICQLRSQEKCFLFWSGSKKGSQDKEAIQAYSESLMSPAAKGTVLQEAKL
dFosB act: activators of delta FosB homodimer, primary screen, biochemical, fluorescence polarization, TAMRA-CDK5 oligo, single point. activation, % at 25 µM. Protein FosB (Mus musculus), P13346. 340,000 tested, 0.99% active. purified delta FosB; percent of positive-control signal above neutral wells. AID 493131, 2011;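 active = mean activation above about 17%, with every replicate also reaching it, limit read from the data, passing the limit was not always enough; inconclusive = only one of the two conditions met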;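 also: fluorescence polarization rise as delta FosB binds a TAMRA Cdk5 AP-1 oligo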
Target sequence (P13346 whole entry, looked up): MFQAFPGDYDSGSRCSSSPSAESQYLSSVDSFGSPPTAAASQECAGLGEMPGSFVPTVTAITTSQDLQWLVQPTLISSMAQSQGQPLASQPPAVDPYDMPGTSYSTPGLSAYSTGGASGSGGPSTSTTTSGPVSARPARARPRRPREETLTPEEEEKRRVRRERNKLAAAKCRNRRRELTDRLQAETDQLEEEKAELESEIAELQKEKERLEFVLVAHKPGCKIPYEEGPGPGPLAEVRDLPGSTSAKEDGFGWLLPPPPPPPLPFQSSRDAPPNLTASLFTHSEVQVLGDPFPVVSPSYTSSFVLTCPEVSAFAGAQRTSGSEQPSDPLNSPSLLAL
DSG3 Ab inh: inhibitors of pemphigus antibody binding to DSG3, primary screen, biochemical, bead-based, flow cytometry, scFv-GFP; 310,000 tested, 0.48% active; Desmoglein-3 (Homo sapiens), P32926; DSG3-coupled beads, scFv-anti-DSG3-GFP binding; active compounds read low; binding (percent of control), % at 10 µM;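 active = binding more than 3 SD below its plate's average and above zero; inconclusive = below that plate limit but binding exactly zero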;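 also: hits lower antibody fragment binding to DSG3; some compounds called inactive have numbers as strong as hits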
Arrestin-AP2 inh: inhibitors of beta-arrestin/AP2 binding, primary screen, biochemical, GPCR trafficking, flow cytometry | beta-arrestin 1 C-terminal peptide binding to AP2 beta2-adaptin appendage (human) | FITC-arrestin peptide / GST-AP2 beads; AP2 beta2 appendage carries R879A mutation | inhibition, % at 10 µM | 340,000 tested, 0.31% active | AID 504490, 2011;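 active = inhibition above a set limit, near 3 SD of compounds lacking own fluorescence, cut at about 54% in these data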;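 also: plate controls were DMSO wells for no effect and 5 µM unlabelled arrestin peptide for full effect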
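Material – AP2 appendage R879A on GSH beads · Buffer or medium – PBS with 0.05% Tween 20 and 0.1% BSA · Probe or stimulus – fluorescein-tagged arrestin peptide at 50 nM final · Incubation – compound with beads 12 min RT, then probe 1 h RT · Detection – high-throughput flow cytometry of beads, ex 488, em 535 nm · Evaluation – percent response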
PKA-R1A act: activators of PKA-R1A holoenzyme, primary screen, biochemical, fluorescence polarization, Cy5-IP20, bovine R1A, mouse PKAc; cAMP-dependent protein kinase type I-alpha regulatory subunit (Bos taurus) + …; PKA-R1A dissociation; scaled: DMSO 0%, 113 µM cGMP 100%; activation, % at 11.4 µM; 340,000 tested, 0.083% active;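 active = percent activation above the mean of all tested compounds plus 3 SD, cut at about 19% in these data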;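 also: higher means more PKAc released from R1A so a rise in polarization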
PKA-R2B act: activators of PKA-R2B holoenzyme, primary screen, biochemical, fluorescence polarization, Cy5-IP20, human; PKA-R2B holoenzyme dissociation; R2B truncated from residue 108, S112A mutant; 0% DMSO only, 100% 113 µM cGMP; activation, % at 11.4 µM; 340,000 tested, 0.079% active;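 active = activation above a cutoff set at the mean over all compounds plus 3 SD, cut at about 18% in these data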;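 also: higher means more holoenzyme dissociation and a rise in polarization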
NSD2 HMT inh: NSD2 histone methyltransferase inhibitors, primary screen, biochemical, AlphaScreen, single concentration, set 2; 310,000 tested, 0.54% active; Histone-lysine N-methyltransferase NSD2 (Homo sapiens), O96028; NSD2 peptide methylation, 120 min; inhibition, % at 12.5 µM; in the data active = inhibition above about 50%
SUMO Mot1 rescue: yeast Mot1-301 growth rescue at high temperature, primary screen, SUMOylation pathway inhibitor project, S. cerevisiae, ATP luminescence, 38.5C; S. cerevisiae Mot1-301 growth rescue; percent above DMSO median, 100 means doubled; growth rescue, % at 18.8 µM; 320,000 tested, 1% active; AID 2716, 2010;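 active = every valid replicate shows activation above 250% relative to neutral control wells; inactive = the rest, any valid replicate at or below 250%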;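 also: OY570 slx delta 5 strain wells were the positive control but not used for scaling; some compounds called inactive have numbers as strong as hits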
CDK5 p35 inh: inhibitors of human CDK5/p35 kinase, primary screen, biochemical, single concentration | inhibition, % at 10 µM | AID 488839, 2010 | 330,000 tested, 0.01% active | Recombinant CDK5/p35, ADP-Glo luminescence, 60 min;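 active = highest replicate inhibition of at least 50% and at least 75% of replicates reaching 50%; inconclusive = only one of the two criteria met; inactive = both criteria failed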;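 also: plate controls were DMSO neutral control for no effect and GW8510 at 10 µM for full effect; many of its hits are not listed in these tables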
SR-BI DiI-HDL act: activators of SR-BI mediated DiI-HDL uptake, primary screen, ldlA[mSR-BI] CHO cells, DiI fluorescence | AID 504775, 2011 | 3 h; 100 = double the neutral-control signal | 320,000 tested, 0.096% active | activation, % at 12.5 µM;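 active = mean replicate activation of at least 60% and every replicate at or above 60%; inconclusive = mean or all-replicate condition met, but not both; inactive = mean below 60% and not all replicates reaching 60%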;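 also: 0% = median plate neutral-control signal and 100% = twice that signal; values of inactives mirror those of a sister screen read the other way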
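system = CHO ldlA[mSR-BI] cells, LDL receptor-null, SR-BI overexpressing | medium = Ham's F12 with 0.5% BSA, HEPES 25 mM, pH 7.4 | probe or stimulus = DiI-HDL 10 µg/mL | compound dosing = single-point compound dose | incubation = compound exposure 3 h, 37 °C | technique = DiI fluorescence, bottom read | read-out = cell-associated DiI fluorescence as measure of HDL uptake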
MITF TRPM1 HTS: activators of MITF-driven TRPM1 promoter reporter, primary screen, cell-based, SK-MEL-5, luciferase, single point; SK-MEL-5 TRPM1-promoter luciferase, 24 h; % of positive control, neutral wells = 0; activation, % at 12.5 µM; 300,000 tested, 0.75% active; AID 588334, 2011;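 active = mean activation of at least 80% with every replicate also reaching 80%; inconclusive = mean reaches 80% but some replicate falls short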;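 also: 0% = neutral control wells and 100% = parthenolide positive control wells; values of inactives mirror those of a sister screen read the other way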
* marks the source's active call; other numbers are inactive results; ? = inconclusive; . = not tested or not shown.

SMILES	SR-BI HDL uptake	dFosB act	DSG3 Ab inh	Arrestin-AP2 inh	PKA-R1A act	PKA-R2B act	NSD2 HMT inh	SUMO Mot1 rescue	CDK5 p35 inh	SR-BI DiI-HDL act	MITF TRPM1 HTS
COc1cc(OC)c(OC)cc1CN1CCN(Cc2ccc(C(F)(F)F)cc2)CC1	-8	-10	111	41	-4	-3	6	71	0.4	8	-17
CCc1ccc(C(=O)C(C)OC(=O)CNS(=O)(=O)c2ccc(C)cc2)cc1 (configuration not stated)	-12	-2	100	29	2	-11	-1	-10	-1.4	12	-8
CN(C)c1ccc(C(C(=O)NCC2CCCO2)N(Cc2ccco2)C(=O)c2snc(C(N)=O)c2N)cc1 (configuration not stated)	-18	-6	104	-15	5	-1	.	-2	-1.0	18	2
COCCCNC(=O)c1ccccc1Oc1ccccc1	-5	1	103	5	-13	0	1	1	-1.1	5	-2
COc1ccc(-c2cn3ccc(C)cc3n2)cc1	.	-5	88	-9	12	-8	1	81	7.4	.	0
COc1ccc(OCC#CCNC(C)(C)C)cc1	-22	3	102	-3	9	-5	4	126	-0.8	22	-1
CCOC(=O)c1cc(C(=O)OCC)cc(-n2cc(O)c(C(=O)OCC)n2)c1	21	-1	100	3	-6	-2	1	16	0.1	-21	-14
CC(C)CNC(=S)NC1CC2CCC(C1)N2Cc1ccccc1 (configuration not stated)	-21	-10	105	27	6	-9	0	13	1.5	21	1
CC(OC(=O)Cn1cnc2c1c(=O)n(C)c(=O)n2C)C(=O)NC(C)c1ccc(Cl)cc1Cl (configuration not stated)	-7	-11	86	-1	5	-6	-1	-2	-0.9	7	-1
COc1cccc(NC(=O)CN2C(=O)NC(CCc3ccccc3)C2=O)c1 (configuration not stated)	2	-10	.	0	-17	-1	3	2	-0.4	-2	-2
ONC(=NCc1ccccc1)c1ccccc1	6	4	94	-6	-1	-6	-1	.	0.4	-6	15
NS(=O)(=O)c1ccc(NC(=O)CSc2nc3c(c(=O)[nH]2)CCCC3)cc1	.	-6	.	2	6	0	.	-14	-1.2	.	7
CN(C)CCNC(=O)c1cc2c(s1)-c1ccccc1OC2	-10	-3	103	9	8	2	.	3	2.1	10	34
COc1ccc2cc(C(=O)/C=C/c3cc(OC)c(OC)c(OC)c3)ccc2c1	.	16	105	7	4	-4	-2	-2	-5.6	.	.
CCCCN(CCCNC(=O)C1CCN(S(=O)(=O)N2CCOCC2)CC1)c1ccccc1	34	-1	102	7	-2	-9	-3	18	0.3	-34	4
CCOc1ccc2nc(NC(=O)CN3CCOCC3)sc2c1	4	9	.	48	0	-10	2	14	0.3	-4	24
COc1cc(-c2ccccc2)nc(N)n1	-13	-10	104	8	-5	-5	-2	-4	-2.1	13	47
CC1CN(C(=O)CCn2c(=O)oc3ccccc32)CC(C)O1 (configuration not stated)	29	-4	107	25	-7	-5	-1	-27	-0.2	-29	.
CCOc1ccc(CN2CCCC(CNC(=O)c3ccc(F)cc3)C2)cc1CO (configuration not stated)	-22	1	105	5	-2	-10	1	1	-0.8	22	-6
FC(F)(F)c1cc(-c2ccco2)nc(NCc2cccs2)n1	17	-15	.	0	4	-9	-1	-1	-0.4	-17	.
CCN(CCCNC(=O)C1CCN(S(=O)(=O)N2CCOCC2)CC1)c1cccc(C)c1	36	3	104	7	-4	7	3	0	-0.2	-36	20
Cn1c(C(=O)NCc2cccnc2)cc2sccc21	8	2	109	1	6	2	0	-11	-0.6	-8	4
NCCN=C1NS(=O)(=O)c2ccccc21	-8	-4	99	10	-6	-6	0	-7	-1.3	8	8
CCOCC(O)CNC(=O)c1ccc2nc(Cc3ccc(OC)c(OC)c3)oc2c1 (configuration not stated)	-13	-2	94	-6	-5	-4	0	-4	-0.3	13	11
NC(=O)CS(=O)(=O)c1nc2ccccc2n1CC(=O)N1CCCCC1	-41	-2	100	-5	-2	10	-1	3	1.4	41	-5
O=c1cc2c(nn1Cc1c(Cl)cccc1Cl)-c1ccccc1CC2	15	-7	.	21	-1	-6	3	-5	-0.5	-15	-8
COC(=O)c1c(C(=O)OC)c2n(c1C)CCS2	-10	4	.	28	6	-5	-2	18	0.8	10	.
CC(C)CNS(=O)(=O)c1ccc(CCC(=O)NCCc2ccccc2)cc1	9	-7	109	-10	-1	-12	-1	7	-0.5	-9	-9
O=C(Oc1ccc(-n2cnnn2)cc1)c1ccco1	-7	-7	.	19	-9	3	3	.	1.4	7	21
N#Cc1cc(N2CCCCC2)c([N+](=O)[O-])cc1C#N	-6	5	100	4	-5	1	4	-1	0.7	6	1
O=C(NCCC(=O)N1CCN(c2ncccn2)CC1)c1ccccc1Cl	-9	0	97	-2	3	-12	2	-14	-0.8	9	8
COC(=O)c1ccccc1NC(=O)C1CCCN(S(C)(=O)=O)C1 (configuration not stated)	5	-6	97	11	8	-6	0	-34	-2.3	-5	7
OCCN1CCN(Cc2cc(Cl)c3cccnc3c2O)CC1	-9	2	103	-5	-3	-6	24	-5	0.2	9	-17
Cc1cc(-n2nc(C)cc2C)nc(NS(=O)(=O)c2ccccc2)n1	-36	0	98	9	3	0	-3	10	-1.4	36	4
Cc1cc(C(F)(F)F)nn1CC(=O)NNC(=S)NCC(C)C	-6	-8	101	7	4	-1	-5	47	0.5	6	-1
COC(=O)c1ccc2c(=O)n(CCO)c(=S)[nH]c2c1	-1	-3	84	6	4	-1	-2	275	2.0	1	-15
O=C(Cc1ccc(Br)cc1)N/N=C/c1ccc(-c2cccc(C(=O)O)c2)o1	-20	2	103	-21	-1	-11	.	-8	-1.2	20	3
CC1=CC2=NC(=O)/C(=C\c3cccn3CCOc3cc(C)ccc3C)C(=N)N2O1	32	-9	124	23	-2	-4	-1	1	-1.1	-32	0
CC(=O)Nc1ccc(NC(=O)CSc2ccc(-c3cccs3)nn2)cc1	8	5	120	-4	0	10	-1	70	0.0	-8	10
CCc1ccccc1OCC(=O)Nc1ccc(C)c(S(=O)(=O)N2CCCCCC2)c1	49	-11	100	11	2	1	-8	-16	-1.2	-49	1
CCCCNS(=O)(=O)c1ccc2c(c1)oc(=O)n2CC(=O)OCC	-16	-1	104	-5	0	7	.	540*	-0.4	16	.
Cc1[nH]c2ccccc2c1Cc1nnc(SCCC#N)o1	7	1	105	-5	0	-11	-1	-7	-1.1	-7	.
COC(=O)C(Cc1ccc(O)cc1)NC(=O)C1CCN(S(=O)(=O)c2ccc(C)cc2)CC1 (configuration not stated)	3	-14	.	-1	2	-11	20	3	0.2	-3	2
COc1ccc(S(=O)(=O)NCCCCCC(=O)NCCCN2CCOCC2)cc1	-26	-5	101	3	-3	-1	.	-12	-2.5	26	3
COc1ccc(OC)c(C(=O)COC(=O)c2[nH]c(C)c(C(C)=O)c2C)c1	?	3	105	-10	-5	-1	-2	.	0.1	-73	24
COc1ccc(-c2noc(N3CCCC(C(=O)Nc4cc(F)ccc4F)C3)n2)cc1 (configuration not stated)	13	-9	107	-3	-6	-12	.	6	-0.7	-13	29
CS(=O)(=O)N(Cc1ccccc1)c1ccc(C(=O)NCc2cccnc2)cc1	-33	-6	100	-3	0	3	-6	7	0.5	33	5
O=C1CC(C(=O)Nc2ccccc2)C2(CCCCC2)O1 (configuration not stated)	-4	1	91	7	-3	-6	.	0	-0.1	4	-6
O=C1/C(=C\c2ccsc2)NC(=S)N1c1ccccc1	12	-1	100	-11	-9	-6	0	-32	1.4	-12	6
COC(=O)C(CC(=O)c1ccc(Cl)cc1)c1ccc(C)cc1 (configuration not stated)	-4	-2	100	15	-10	1	-5	444	1.6	4	8
CSCCC(NC(=O)c1ccccc1Br)C(=O)N1CCCC(C(F)(F)F)C1 (configuration not stated)	-8	-2	.	-21	-1	4	-2	-8	-0.8	8	4
Cc1cc2c(cc1S(=O)(=O)N1CCN(c3cccc(C)c3C)CC1)OCC(=O)N2	-15	-7	110	1	1	5	.	-4	-4.7	15	.
COc1ccc(-n2c(C)cc(C(=O)CSc3ccc(NC(C)=O)cc3)c2C)cc1	6	1	115	3	-2	-14	1	6	-0.9	-6	25
CCC(=O)Nc1nnc(CSCc2ccccc2)s1	5	-6	103	7	-6	3	-1	5	-1.4	-5	18
COc1ccc(C(CNC(=O)c2cccc(S(=O)(=O)N3CCCc4ccccc43)c2)N(C)C)cc1 (configuration not stated)	-3	-5	.	8	-7	-19	.	.	-1.2	3	21
C(#CCN1CCC(Cc2ccccc2)CC1)COCCOCc1ccccc1	7	0	99	-1	1	1	1	43	1.0	-7	-6
Cc1cn([C@H](C(=O)NCCCCCCCCCCC(=O)N2CCNCC2)[C@@H](C)O)nn1	-4	5	106	5	-8	-3	.	-4	0.3	4	-1
CN(C(=O)COC(=O)/C=C/c1ccc(C(F)(F)F)cc1)c1c(N)n(Cc2ccccc2)c(=O)[nH]c1=O	5	10	100	-12	3	-8	-8	-16	1.2	-5	-8
Nc1nc(-c2cccs2)c(-c2cccs2)s1	-5	-9	95	9	1	-12	4	8	-1.5	5	-6
COc1ccccc1NC(=O)Cc1c(F)cccc1Cl	0	2	100	-21	-15	3	-1	-12	0.1	0	-3

Source: PubChem BioAssay
